MCL1-BIM inh – disrupts human MCL1 binding to BIM-BH3 peptide. Q07820. GST-MCL1 / FITC-Bim-BH3 fluorescence polarization. inhibition, % at 10.9 µM. hit rate 0.68% among 320,000. AID 2057;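 active = inhibition above the mean inhibition of all tested compounds plus 3 SD, set per campaign, cut at about 40% in these data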;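 note: 0% = DMSO wells and 100% = unlabeled Bim-BH3 peptide control; higher means more loss of mP so more displacement of Bim peptide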
GLD-1 TGE inh – GLD-1-TGE RNA interaction inhibition (C. elegans); AID 2280; inhibition, % at 5.96 µM; purified GLD-1 + fluorescein TGE RNA, fluorescence polarization; hit rate 0.44% among 320,000;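 active = percent inhibition above a per-plate cutoff, the plate mean of test compounds plus 3 SD, cut at about 30% in these data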;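 note: 0% = DMSO wells with GLD-1 and probe and 100% = wells lacking GLD-1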
Target sequence (Q17339 whole entry, looked up): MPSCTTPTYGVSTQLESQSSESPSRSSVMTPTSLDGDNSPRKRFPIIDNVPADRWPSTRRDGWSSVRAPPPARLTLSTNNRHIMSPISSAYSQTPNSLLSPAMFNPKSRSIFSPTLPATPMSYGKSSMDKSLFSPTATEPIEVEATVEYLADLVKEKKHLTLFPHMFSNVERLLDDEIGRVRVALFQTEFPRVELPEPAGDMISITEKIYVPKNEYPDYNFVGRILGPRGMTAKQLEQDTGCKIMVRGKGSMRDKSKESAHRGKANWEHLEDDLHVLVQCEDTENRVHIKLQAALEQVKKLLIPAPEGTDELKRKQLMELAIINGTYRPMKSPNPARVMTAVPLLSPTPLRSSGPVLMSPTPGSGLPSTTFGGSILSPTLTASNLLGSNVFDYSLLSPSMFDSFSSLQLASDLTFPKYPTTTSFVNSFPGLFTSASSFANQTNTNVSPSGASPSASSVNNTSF
EBNA-1 inh – blocks EBNA-1 binding to DNA; AID 1950; inhibition, % at 14.8 µM; hit rate 0.34% among 300,000; EBNA-1 DNA binding, fluorescence polarization; in the data active = inhibition above about 28%
Efflux pump mplx – antifungal efflux pump inhibition, Nile Red retention. S. cerevisiae Candida pump triplex. inhibition, % at 10 µM. hit rate 0.44% among 330,000;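 active = plate passing quality check with inhibition over a set limit, or well fluorescence over plate mean plus 4 SD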;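 note: Nile Red retained in pooled yeast measured as flow cytometry median fluorescence; 0% = buffer negative control and 100% = Enniatin B positive control; higher means more Nile Red kept so more efflux inhibition; some compounds called inactive have numbers as strong as hits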
MEX-5 binding – C. elegans MEX-5 TCR-2 RNA binding activity. MEX-5/FITC-TCR2 RNA binding, fluorescence polarization; stronger effect = lower value. hit rate 0.38% among 300,000. activity score (negative = inhibition of binding), % at 10 µM;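 active = inhibition past about -25% in most replicates, and total fluorescence under double the plate's negative control median, limit read from the data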;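 note: 0% = DMSO and -100% = 5 µM competing unlabeled TCR2 RNA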
Target sequence (Q9XUB2 whole entry, looked up): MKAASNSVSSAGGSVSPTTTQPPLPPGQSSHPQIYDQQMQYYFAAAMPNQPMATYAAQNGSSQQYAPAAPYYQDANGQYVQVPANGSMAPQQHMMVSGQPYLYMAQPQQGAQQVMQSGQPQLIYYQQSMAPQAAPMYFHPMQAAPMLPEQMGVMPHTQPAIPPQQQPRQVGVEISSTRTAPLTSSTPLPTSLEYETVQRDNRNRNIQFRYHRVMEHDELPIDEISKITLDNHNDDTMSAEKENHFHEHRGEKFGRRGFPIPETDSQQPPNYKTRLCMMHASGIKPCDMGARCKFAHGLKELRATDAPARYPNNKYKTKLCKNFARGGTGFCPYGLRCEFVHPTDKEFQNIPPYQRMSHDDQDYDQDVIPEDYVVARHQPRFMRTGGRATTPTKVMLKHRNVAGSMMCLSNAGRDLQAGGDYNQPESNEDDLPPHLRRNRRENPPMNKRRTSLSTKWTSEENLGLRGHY
Fam108B inh – counter-screen for RBBP9 inhibitors: inhibitors of mouse Fam108B; recombinant Fam108B, FP-Rh probe fluorescence polarization; inhibition, % at 9.51 µM; hit rate 0.33% among 300,000; AID 1947;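 active = inhibition above the screen mean inhibition plus 3 SD, computed separately per campaign, cut at about 18% in these data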;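 note: inhibitors lower polarization as less probe binds the enzyme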
Yeast superoxide – caloric restriction mimetics inhibiting age-related superoxide in yeast | S. cerevisiae aged cells, superoxide DHE fluorescence; stronger effect = lower value | superoxide response (% of plate mean), % at 10 µM | hit rate 0.18% among 330,000 | AID 2690;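 active = superoxide response under a set limit, about three screen SD below normal, cut at about 65% in these data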;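 note: yeast aged for seven days with compound at 30 °C before DHE staining; 100% = average MFI of all compound-treated wells on the plate with controls excluded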
ZTA counter – ZTA (EBV) inhibition in EBNA-1 counter-screen; P03206; ZTA-DNA binding, fluorescence polarization; inhibition, % at 11 µM; hit rate 0.15% among 320,000; AID 2234; in the data active = inhibition above about 33%
BCLXL inh – Bcl-xL (human) inhibition | Q07817 | GST-Bcl-xL / FITC-Bim BH3 peptide fluorescence polarization | inhibition, % at 10.9 µM | hit rate 0.7% among 320,000 | AID 2129;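 active = inhibition above the mean of all tested compounds plus 3 SD, cutoff set per campaign, cut at about 30% in these data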;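 note: 0% = DMSO wells and 100% = unlabeled Bim-BH3 peptide competitor; inhibitors lower millipolarization by displacing the labeled peptide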
* = called active by the depositor; nt = not tested or not shown.

SMILES	MCL1-BIM inh	GLD-1 TGE inh	EBNA-1 inh	Efflux pump mplx	MEX-5 binding	Fam108B inh	Yeast superoxide	ZTA counter	BCLXL inh
O=C(NC1=NCCS1)C1CCN(S(=O)(=O)c2ccccc2C(F)(F)F)CC1	-17.8	2.0	nt	0.0	nt	nt	98.4	-9.1	-4.2
CS(=O)(=O)N(CC(=O)Nc1ccccc1Br)Cc1ccccc1	12.7	2.1	1.2	0.1	0.0	0.4	102.1	-12.1	3.3
Cc1cccc(NC(=O)CC(C)(C)C)c1	0.7	6.2	6.3	0.0	-0.1	3.3	84.4	-4.6	3.5
CCOC(=O)c1ccc2nc(NC(NC(C)=O)(C(=O)OC)C(F)(F)F)sc2c1 (centres undefined)	1.3	2.2	-10.2	0.0	2.0	4.5	78.8	-7.8	-0.1
CCOC(=O)N1CCN(CC(=O)Nc2ccc(C)c(Br)c2)CC1	0.2	-0.9	0.5	0.0	-2.6	0.4	100.0	-18.6	1.3
CCC(C(=O)NC1CCCC1)N(C(=O)Cn1nnc(-c2ccc(C)o2)n1)c1ccc(OC)cc1 (centres undefined)	5.3	1.4	-6.0	0.1	2.7	5.2	84.6	-0.5	4.6
CC(=O)Nc1ccc(S(=O)(=O)NCC2CCC(C(=O)N3CCCCC3)CC2)cc1 (centres undefined)	9.3	0.6	4.2	-0.1	2.7	0.7	109.8	-6.7	9.8
COc1ccccc1-n1c(O)c(C=NCc2ccccn2)c2ccccc2c1=O	2.8	9.0	7.2	0.0	1.8	1.4	89.7	5.6	4.9
CSCCn1c(C(C)(C)C)cc(C(=O)O)c1C	3.7	-1.8	-6.3	0.2	1.2	-1.3	98.6	-7.5	0.4
CCCc1cc(=O)[nH]c(SCC(=O)Nc2ccc3c(c2)CCC3)n1	0.0	7.0	3.8	-0.1	-1.8	0.7	86.2	12.3	-0.3
COc1ccc(NC(=O)C(=O)NCC(c2ccco2)N2CCc3ccccc3C2)cc1OC (centres undefined)	-0.7	-3.7	-6.3	-0.1	2.6	2.0	87.4	7.7	4.7
CN(C(=O)CCN1CCCO1)C1CCCN(Cc2ccccc2F)C1 (centres undefined)	-4.1	8.8	-3.3	0.0	2.8	1.2	68.2	2.0	-1.0
CCC(C)N(CCNC(=O)CC1Oc2ccc(C)cc2NC1=O)C1CCCCC1 (centres undefined)	8.9	8.7	-5.0	0.0	0.6	-0.3	101.5	4.5	1.3
Cc1nnc(SCC(=O)c2ccc(C(C)C)cc2)s1	5.6	-2.2	-2.1	0.1	1.7	-1.0	87.1	-1.5	0.7
Fc1cccc(COc2ccccc2C(=S)N2CCCC2)c1	2.6	-4.5	-0.2	-0.2	-0.8	-0.5	96.8	-7.3	5.8
CCOC(=O)c1[nH]c2ccccc2c1NC(=S)Nc1cccc(C)c1	17.3	5.6	-5.3	-0.2	-3.5	1.4	97.8	-2.2	7.3
COC(=O)c1ccc(NS(=O)(=O)c2ccccc2)o1	-1.1	-1.4	6.2	0.0	1.5	-0.7	136.6	9.0	3.7
CCc1ccc(NC(=O)c2cc(-c3ccc(F)cc3)on2)cc1	1.5	3.9	-6.5	-0.2	2.7	-2.5	86.2	9.4	3.6
C/C(=N\NC(=O)CNC(=O)c1ccc2c(c1)OCO2)c1ccco1	-2.3	-5.7	-5.7	0.1	0.0	0.0	107.2	4.3	-0.2
O=C(NCCCn1ccnc1)c1cc(-c2ccccc2)on1	-0.1	-2.6	2.3	0.1	0.0	7.5	79.0	-0.6	1.1
COC(=O)c1ccc(Oc2nc(C)cc(Oc3ccccc3)n2)cc1	-11.4	0.1	-13.2	0.2	2.0	-1.8	96.5	-0.4	-2.3
CN(CC1CCCO1)S(=O)(=O)c1ccc(C(=O)Nc2ccc3c(c2)OCO3)cc1 (centres undefined)	8.9	7.7	-3.0	0.0	-0.1	1.6	89.2	-3.7	6.1
CCn1c(=S)[nH]c2cc(S(=O)(=O)N3CCCCC3)ccc21	-27.0	-4.1	-10.3	0.2	-1.0	-4.2	119.7	6.6	-25.0
CCOC(=O)/C(=C\c1ccc(C)cc1)NC(=O)c1ccccc1	0.7	0.0	-3.8	-0.1	0.6	-0.2	99.4	-11.9	-0.6
CCOC(=O)c1cnc2c(C(=O)OC)cccc2c1NCCN1CCOCC1	20.4	9.6	-7.3	-0.1	-1.8	-6.4	102.0	-10.6	17.1
Next section:
SMILES	MCL1-BIM inh	GLD-1 TGE inh	EBNA-1 inh	Efflux pump mplx	MEX-5 binding	Fam108B inh	Yeast superoxide	ZTA counter	BCLXL inh
O=C(O)CCCN1C(=O)c2ccc(Oc3cccc([N+](=O)[O-])c3)cc2C1=O	-2.9	4.2	-16.3	0.1	0.7	-3.2	114.6	-4.1	2.1
Cc1ccc(Nc2nnc(C(C)(C)C)c(=O)n2N)cc1	1.0	7.9	-6.1	-0.2	0.5	6.8	99.8	-4.9	3.5
CCCn1cc(CN2CCN(Cc3ccc(C)o3)C(CCO)C2)c(C)n1 (centres undefined)	9.4	4.2	7.6	-0.3	-4.1	-2.1	91.8	0.3	4.2
COc1ccc(C(=O)NCCc2nnc3ccc(SCC(=O)Nc4ccccc4F)nn23)cc1	3.3	-2.2	0.3	0.0	-0.3	-2.0	100.6	10.7	1.3
CCOC(=O)c1cnc2c(c(C)nn2CC)c1NC1CC1	1.1	-0.6	-18.4	0.0	2.9	-1.5	85.9	-8.4	7.8
CNc1nc(SCc2ccc(C)cc2)nc2c1CCCC2	-0.8	-1.5	-14.1	0.1	1.2	-4.3	94.9	-3.4	-4.1
CCC(C)[C@H](NC(=O)[C@@H]1CSC2c3ccccc3C(=O)N21)C(=O)NCc1ccncc1 (some centres undefined)	-9.8	-1.9	-0.3	0.0	0.5	0.5	100.1	-11.6	3.6
O=C(CN(Cc1ccco1)Cc1ccco1)Nc1cc(S(=O)(=O)N2CCCCC2)ccc1Cl	-1.6	7.8	nt	0.4	nt	nt	93.7	6.1	-0.1
COc1cccc(CNC(=O)C2CCN(S(=O)(=O)c3ccc4c(c3)OCCO4)CC2)c1	5.4	-1.3	1.1	0.1	-1.8	1.8	94.5	2.8	5.3
COc1cccc(NC(=S)NC2CC(C)(C)NC(C)(C)C2)c1	9.2	1.0	8.9	-0.3	1.2	-1.9	98.2	9.8	8.7
COC(=O)c1cc(NC(=O)c2c(Cl)cnn2C)cc(C(=O)OC)c1	-9.7	-9.6	-6.5	-0.2	-1.2	0.9	87.2	0.1	1.6
Cc1ccc(-c2nnc(-n3nnc4ccccc43)c3ccccc23)cc1	-6.3	-6.1	-15.2	0.1	1.3	0.3	98.6	-8.8	0.2
COc1ccc(C2C(C#N)=C(N)N(c3cccnc3)C3=C2C(=O)CCC3)cc1Cn1cc([N+](=O)[O-])cn1 (centres undefined)	-1.7	3.1	-14.2	0.1	0.8	-7.6	111.8	-15.0	12.7
O=C(CCc1nc2ccccc2c(=O)[nH]1)Nc1ccc(N2CCCCC2)cc1	10.0	6.4	-4.8	-0.1	-2.3	0.3	101.5	-12.6	3.7
COc1ccc(/C=C/c2noc(-c3ccccc3O)n2)cc1	2.3	-1.4	-1.0	-0.2	0.7	-3.7	92.3	-3.4	4.6
Cc1ccc(NC(=O)CCOc2ccccc2)cc1S(=O)(=O)Nc1ccccc1Cl	3.3	1.7	-7.7	-0.5	2.8	-2.3	103.1	2.5	1.7
COc1ccc(CCN(C)CCCN2CC(c3ccccc3)CC2=O)cc1OC (centres undefined)	2.1	-3.1	-4.6	-0.1	0.0	1.4	70.8	0.6	3.0
COC(=O)CSc1nc(N)nc(C)c1Cl	-0.9	5.8	-1.3	0.1	2.4	-1.8	112.3	-14.0	3.1
CCCCOCC(O)CN1CCN(C(C)=O)CC1 (centres undefined)	12.6	0.7	7.7	0.0	-1.3	-4.1	93.8	1.9	7.3
N#CC12CCCCC1CC1CCCCC1(C#N)N2N (centres undefined)	-30.8	-2.3	-17.3	0.1	-0.8	3.0	85.8	-8.1	-24.3
CCCc1cc2c(OC(=O)CC)c(-c3ccc(C(=O)OCC)o3)c(=O)oc2cc1OC	-0.7	-3.3	5.4	0.1	-1.0	3.7	83.4	4.4	-0.2
COc1ccc(C(=O)CSc2nnc(-c3ccco3)n2C)cc1	-12.7	0.7	-1.0	0.0	-0.4	5.6	96.8	-10.8	-2.5
Cc1ccc(-c2nn(-c3ccccc3)cc2C(=O)NC2CCC(O)CC2)cc1 (centres undefined)	-2.5	-0.8	nt	-0.1	nt	nt	94.2	1.4	-2.9
O=C(c1ccc(CNc2c(N3CCOCC3)c(=O)c2=O)cc1)N1CC=C(c2ccccc2)CC1	9.3	2.6	-6.2	0.3	nt	-0.3	99.4	4.7	6.1
CC(C)Sc1nc2ccc(Br)cc2[nH]1	4.4	6.4	-12.1	0.1	1.8	-0.3	83.2	-10.7	2.4
Next results.
SMILES	MCL1-BIM inh	GLD-1 TGE inh	EBNA-1 inh	Efflux pump mplx	MEX-5 binding	Fam108B inh	Yeast superoxide	ZTA counter	BCLXL inh
Cc1cc(C)cc(N2C(N)=NC(N)=NC2c2ccccc2F)c1 (centres undefined)	14.2	-4.5	-9.8	0.0	-0.5	3.1	94.1	-15.5	2.8
Cc1nccn1CCCNC(=O)c1nc(Cn2cc([N+](=O)[O-])cn2)no1	11.7	2.0	-7.6	0.1	-0.1	-3.5	91.0	-2.2	5.8
CCN1CCN(Cc2cccc(Oc3ccc(Cl)cc3)c2)CC1	-6.3	-4.4	3.3	0.1	2.4	-1.4	121.4	0.4	3.5
CCOc1ccc2nc(NCCNC(=O)C(C)(C)C)c(C)cc2c1	-2.5	5.7	-1.3	0.0	nt	4.9	117.9	-3.2	-0.7
NS(=O)(=O)c1ccc(NC(=O)c2ccc(S(=O)(=O)N3CCc4ccccc43)cc2)cc1	5.8	-5.4	93.9*	0.2	-1.6	-12.8	110.0	-16.1	-6.8
COc1ccc(-n2nnc3c(=O)n(Cc4cccc(C)c4)cnc32)cc1	0.3	6.8	12.7	-0.2	2.0	-6.1	119.4	-0.3	1.6
CCOC(=O)C1CCN(C(=O)Nc2ccc(Cl)cc2Cl)CC1	-2.0	0.3	-3.0	0.3	2.0	2.1	100.0	-4.9	4.7
Cc1cccc(S(=O)Cc2ccc(C(=O)NC3CCN(Cc4ccccc4)CC3)o2)c1 (centres undefined)	8.0	5.4	1.7	-0.1	1.7	1.8	98.2	0.6	7.5
COc1ccc(N2C(=O)C3CCCN3C2c2cccc(OC)c2)cc1 (centres undefined)	7.6	4.3	1.1	-0.1	2.3	0.8	92.8	-9.6	6.2

Bioassay records (PubChem BioAssay)
